# Epigenetic derep = derepresses silenced GFP reporter in murine cells; Potency, µM (top dose mostly 53.9 µM), inactives show top-dose GFP activation, actives largely listed as activators; murine LDR cells, GFP reporter derepression, 30 h; actives 0.2% (n = 280,000); further: % of control where 0% means no effect; nearly all actives have a fitted effect of over 60% in size
#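 Readout is the number of GFP-expressing murine LDR cells, counted by cytometry following washing. Cells were treated with compound for 30 h at 37 C; the stably integrated CMV-GFP locus is normally silent.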
# Tau fluor counter = counter-screen for tau fibril formation inhibitors. tau K18 P301L (four-repeat tau fragment) Alexa594 fluorescence, heparin fibrillization. Potency, µM (doses to about 57.7 µM), without a hit: top-dose activity change, negative = decrease. actives 0.93% (n = 280,000); further: on the % scale 0 is the no-effect control and ±100 the full control effect; nearly all actives have a fitted effect of over 55% in size
#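 Human K18 P301L tau (15 uM unlabeled plus 0.24 uM Alexa 594-labeled, final) in 100 mM sodium acetate pH 7 was mixed with compound and 20 uM heparin and incubated 6 hr at 37 C.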
# The depositor's hits bear a star; ? = inconclusive; [ ] = another dose, or the depositor's remark. The call rests on the fitted dose curve; in most records, active means well fitted curve in the direction sought with a large enough effect; inconclusive means small, poorly fitted or top-dose-only effect, or another doubt; inactive means no such curve, though single readings can be large; an effect the other way counts as inactive or inconclusive. Potency means the concentration at half of the fitted maximal effect.
SMILES,Epigenetic derep,Tau fluor counter
O=C(NC1CC(=O)N(c2ccccc2)C1)C1CCCCC1 (centres undefined),-0.5%,-2.9%
O=c1cc(-c2ccccc2)nc(SCc2nc(-c3ccc(Cl)cc3)no2)[nH]1,-2.0%,3.0%
CCCNC(=O)c1cnc2c(-c3ccc(OCC)c(OCC)c3)c(C)nn2c1-c1ccccc1,0.0%,-3.2%
Cc1ccc(-n2ncc3c(NCCc4ccc(S(N)(=O)=O)cc4)ncnc32)cc1,0.1%,-13.6%
COc1ccc(CNC(=O)c2sc3nc[nH]c(=O)c3c2C)cc1,1.1%,-7.3%
CCOc1ccc2nc(N(Cc3cccnc3)C(C)=O)sc2c1,1.0%,-6.4%
COc1cccc(C(=O)Nc2ccccc2C(=O)OCc2cc(=O)n3nc(C)sc3n2)c1,-3.4%,-1.4%
Cc1noc(/C=C/c2ccccc2F)c1S(=O)(=O)N1CCC(C(=O)NCC(C)c2ccccc2)CC1 (centres undefined),0.8%,-12.5%
O=C(NCc1ccccc1F)C(=O)NCC(c1ccco1)S(=O)(=O)c1cccs1 (centres undefined),0.0%,-9.3%
COc1ccc(CCNC(=O)C(=O)Nc2ccc(C)cc2)cc1OC,0.0%,-7.9%
COc1ccccc1Nc1nn2c(=O)c3ccc(C(=O)NCCc4ccccc4)cc3nc2s1,7.0%,-7.1%
O=C(NCCc1ccccc1Cl)c1sc2ncccc2c1-n1cccc1,0.0%,-16.4%
Cc1ccc2nc(CN3CCN(S(=O)(=O)c4ccc(C(C)C)cc4)CC3)oc2c1,-6.2%,-8.2%
CC(C)(C)OC(=O)N1CCC(c2c(C(=O)NCc3ccc4c(c3)OCO4)cnn2-c2ccc(F)cc2F)CC1,1.1%,-11.1%
Cc1ccc(N2CCN(c3cc(C)nc4c(-c5ccc(Cl)cc5)c(C)nn34)CC2C)cc1 (centres undefined),-1.1%,-4.7%
COC(=O)c1ccc(NC(=O)CCc2c(C)nn(-c3ccc(N4CCCCC4)nn3)c2C)cc1,5.9%,-12.5%
COc1cccc(NC(=O)C2CCC(CNS(=O)(=O)c3ccc4c(c3)CCCC(=O)N4)CC2)c1 (centres undefined),1.1%,-12.8%
CCOC(=O)c1cc(-c2ccc(F)cc2)n(CC(=O)NC2CCCCC2)c1C,0.0%,-0.9%
CCc1ccccc1Nc1nn2c(=O)c3ccc(C(=O)NCc4ccccc4Cl)cc3nc2s1,2.5%,-25.2%
Cc1nc2ccccn2c(=O)c1NC(=O)c1ccccc1Cl,?,3.9%
COCCCNC(=O)CCCN1C(=O)CCn2nc(-c3cccn3C)cc21,1.7%,-5.7%
COc1ccc(-c2noc(CSc3nc(N)cc(=O)[nH]3)n2)cc1OC,-0.8%,-1.4%
COc1ccc(NC(=O)C2=C(C)Nc3ncnn3C2c2sccc2C)cc1 (centres undefined),4.2%,-7.1%
Cc1cc(C)cc(N(CC(=O)Nc2c(C)cc(C)cc2C)S(=O)(=O)c2c(C)nn(C)c2C)c1,-1.8%,3.6%
CCCc1nn2c(=O)cc(COC(=O)c3cccc(NC(=O)COc4ccc(F)cc4)c3)nc2s1,?,-7.7%
COc1ccccc1Nc1sc(C(=O)c2ccc(C)cc2C)c(N)c1S(=O)(=O)c1ccccc1,1.7%,-6.7%
CCc1ccc(NC(=O)Cn2c3ncccc3c(=O)n2-c2ccc(C)c(C)c2)cc1,-4.3%,?
Cc1cccc(-c2nc(SCC(=O)Nc3cccc(C(F)(F)F)c3)n3[nH]c(=O)cc3n2)c1,0.7%,-25.1%
Cc1ccc(N2CC(NC(=O)c3ccc(S(=O)(=O)N4CCCCC4)cc3)CC2=O)cc1 (centres undefined),3.4%,-7.0%
O=C(NCc1ccccc1Cl)c1cnc2sc(N3CCCCC3)nn2c1=O,-1.7%,-13.8%
COc1cc(NC(=O)C2CCN(c3nc4ccccc4nc3C(F)(F)F)CC2)cc(OC)c1,-3.1%,?
COC(=O)c1ccc(NC(=O)CSc2nccn2Cc2ccc(Cl)cc2)cc1,1.4%,-28.6%
Cc1ccc(S(=O)(=O)CC(=O)Nc2sc3c(c2C#N)CCCC3)cc1,0.7%,-2.5%
CCOc1ccccc1NC(=O)Nc1ccc2nc(N3CCN(C)CC3)cc(C)c2c1,2.5%,10µM*[quencher]
COc1cc(-c2ccno2)ccc1S(=O)(=O)N1CCN(c2ccccc2F)CC1,-0.2%,-26.7%
COc1ccc(Cn2c(C(=O)O)c(CNCc3ccc(C)o3)c3ccc(C)cc32)cc1,5.5%,-0.3%
CN(Cc1ccccc1)C(=O)CCS(=O)(=O)c1ccc2c(c1)oc(=O)n2C,-1.3%,-7.1%
CC(C)(C)OC(=O)N1CCC(c2c(C(=O)N3CCOCC3)cnn2-c2ccccc2Cl)CC1,-1.3%,-4.4%
COc1ccccc1CCNC(=O)C1CCN(c2nnc(C)c3c(C)n(-c4ccc(C)cc4)nc23)CC1,12.4%,-11.6%
Cc1oc2ncn(CC(C)C)c(=O)c2c1C(=O)NCCCN1CCCCC1,-1.3%,-2.5%
Cc1ccc2c(=O)c(C(=O)c3ccc(F)cc3)cn(CC(=O)NCc3ccccc3Cl)c2n1,3.8%,-0.2%
COc1cc(C(=O)NCCc2sc(-c3cccc(F)c3)nc2C)cc(OC)c1OC,0.0%,-16.7%
COC(=O)CN1C(=O)C(O)(c2c(C)[nH]c3ccccc23)c2ccccc21 (centres undefined),-0.2%,5.9%
Cc1ccccc1C(=O)Nc1cccc(C(=O)OCc2cc(=O)n3c(C)csc3n2)c1,5.4%,-10.2%
CN1CCN(C(=O)c2cnn(-c3cccc(Cl)c3)c2C2CCN(C(=O)OC(C)(C)C)CC2)CC1,0.0%,-10.4%
COc1ccc2c(c1)c1c(c(=O)n(Cc3ccccc3)c(=O)n1Cc1ccccc1Cl)n2C,1.1%,9.2%
CN(C)S(=O)(=O)c1ccc2c(c1)N(CC(=O)N1CCN(c3ccccc3F)CC1)CCS2,-1.7%,-21.7%
CCc1ccc(Cn2c(CNS(=O)(=O)c3ccc(C)c(C)c3)nc3cccnc32)cc1,0.0%,-21.2%
COc1ccc(NS(=O)(=O)c2ccc(N3CCCCS3(=O)=O)cc2)cc1Cl,-2.6%,-16.5%
CCC(C)NC(=O)CSc1nc2cc3c(cc2c(=O)n1Cc1ccc(C(=O)NCCc2ccc(OC)c(OC)c2)cc1)OCO3 (centres undefined),11.2µM*,-4.1%
# Next part:
SMILES,Epigenetic derep,Tau fluor counter
Cc1ccc(-n2nc(C(=O)N3CCCCC3C)c(=O)n(C)c2=O)cc1 (centres undefined),3.4%,1.5%
CCc1ccc(Sc2cc(C(=O)NCc3ccccc3OC)c3ccccc3n2)cc1,3.5%,-6.5%
Cc1cc(C)c2sc(NC(=O)c3ccc(S(=O)(=O)N4CCOCC4)cc3)nc2c1,-0.7%,-26.8%
Cc1cccc(NC(=O)c2sc3nc(-c4ccccc4)cn3c2C)c1C,?,-2.2%
CC(=O)c1ccc(NC(=O)c2cnc(N3CCCC3)nc2C)cc1,?,-11.1%
O=C(Nc1ccc(F)c(Cl)c1)c1cc(S(=O)(=O)N2CCc3ccccc3C2)ccc1F,10.4%,-23.3%
C=CCc1ccccc1OCCSc1nc(-c2cccs2)nc2cc(=O)[nH]n12,-1.5%,-12.5%
CS(=O)(=O)c1ccc2nc(NC(=O)CS(=O)(=O)c3ccc(Cl)cc3)sc2c1,0.0%,-4.8%
CC(C)CCNC(=O)Nc1cc(C(=O)NCc2cccc(F)c2)ccc1N1CCCC1,6.5%,-1.2%
O=C(Nc1cccc(F)c1)c1cnc2sc(N3CCCC3)nn2c1=O,1.5%,2.2%
O=C(Nc1ccc(C(=O)OCc2cc(=O)n3nc(C4CC4)sc3n2)cc1)c1cccc(F)c1,0.5%,2.7%
CCCCN1C(=O)CN(C2CCCCCC2)C(=O)C1c1ccc(OCC)c(OC)c1 (centres undefined),1.2%,4.2%
COc1cccc(C(=O)CN2CCN(S(=O)(=O)c3ccc(Cl)cc3)CC2)c1,0.0%,-8.8%
CSc1cccc(NC(=O)Cn2nnc(C(=O)NCCc3ccccc3)c2N)c1,7.5%,-12.4%
Cc1ccc(NC(=O)Cc2ccc(-n3c(C)nc4cccnc43)cc2)c(Cl)c1,?,3.2%
CCN1CCN(C(c2ccc(F)cc2)c2sc3nc(-c4ccco4)nn3c2O)CC1 (centres undefined),?,-8.9%
Cc1ccc(-n2cc(C(=O)OCc3ccc(Cl)cc3)c3ccccc3c2=O)cc1,0.0%,1.6%
Cn1c(=O)c2sccc2n2c(CCCC(=O)NCc3ccccc3)nnc12,0.0%,6.7%
Cc1c(-c2nnc(SCC(=O)Nc3ccc(Cl)cc3)o2)nnn1-c1ccc(F)cc1,?,-9.1%
Cc1ccc(NC(=O)Cn2c(=O)n(Cc3nc(-c4ccccc4)no3)c(=O)c3ccccc32)cc1C,-0.1%,-21.4%

# Next part; it opens with the 6 that closed the last part.
SMILES,Epigenetic derep,Tau fluor counter
Cc1ccc(NC(=O)Cc2ccc(-n3c(C)nc4cccnc43)cc2)c(Cl)c1,?,3.2%
CCN1CCN(C(c2ccc(F)cc2)c2sc3nc(-c4ccco4)nn3c2O)CC1 (centres undefined),?,-8.9%
Cc1ccc(-n2cc(C(=O)OCc3ccc(Cl)cc3)c3ccccc3c2=O)cc1,0.0%,1.6%
Cn1c(=O)c2sccc2n2c(CCCC(=O)NCc3ccccc3)nnc12,0.0%,6.7%
Cc1c(-c2nnc(SCC(=O)Nc3ccc(Cl)cc3)o2)nnn1-c1ccc(F)cc1,?,-9.1%
Cc1ccc(NC(=O)Cn2c(=O)n(Cc3nc(-c4ccccc4)no3)c(=O)c3ccccc32)cc1C,-0.1%,-21.4%
O=C(C1COc2ccccc2O1)N1CCN(c2nc3ccc(F)cc3s2)CC1 (centres undefined),4.1%,-26.5%
O=C(NCCc1csc2nc(-c3cccc(F)c3)nn12)c1ccc(Br)o1,4.5%,-14.0%
COc1ccc(S(=O)(=O)c2c(Nc3ccc(C)cc3C)sc(C(=O)c3ccc(F)cc3)c2N)cc1,0.0%,-19.2%
CCC(=O)N1CCCc2cc(S(=O)(=O)N3CCC(C(=O)Nc4ccccc4CC)CC3)ccc21,-0.8%,-7.8%
O=C(c1cccn1-c1nnc(N2CCCCC2)s1)N1CCN(c2ccc(Cl)cc2)CC1,3.2%,-9.7%
CCOCCc1nn2c(=O)cc(COC(=O)c3ccccc3NC(=O)CC(C)C)nc2s1,-3.4%,-2.2%
COc1ccc(OC)c(NC(=O)c2cnc(N3CCCCC3)c3ccccc23)c1,0.0%,-23.6%
CCOc1ccc(CCNC(=O)c2c(C)oc3ncnc(N4CCOCC4)c23)cc1,-1.3%,-1.2%
Cc1nn(C)c2c1c(C(F)(F)F)cc(=O)n2CC(=O)NCCC(C)C,0.8%,-10.3%
CCC(=O)N1c2ccccc2CC1C(=O)NCc1cccc(C)c1 (centres undefined),-4.2%,-3.1%
O=C(CCSCc1ccc(Cl)cc1)NCc1ccc(F)cc1Cl,2.9%,?
CC(=O)Nc1ccc(S(=O)(=O)Nc2cccc(-c3ccc(N4CCCCCC4)nn3)c2)cc1,-1.7%,?
CC1=C(c2ccc(Cl)cc2)S(=O)(=O)N=C1N1CCC(C(=O)NCc2ccccc2F)CC1,?,3.0%
O=S(=O)(c1ccc(-c2cc(C(F)(F)F)on2)s1)N1CCN(c2cccc(Cl)c2)CC1,-1.7%,0.8%
COc1ccc(CNS(=O)(=O)c2ccc(N3CCCCS3(=O)=O)cc2)cc1,-2.3%,10.6%
COc1ccc(N2CC(NC(=O)C(=O)c3c[nH]c4ccccc34)CC2=O)cc1 (centres undefined),4.0%,-12.9%
CCCNC(=O)Cn1nc(-c2ccc(F)cc2)c2cnc3ccc(F)cc3c21,0.0%,6.5%
CCOC(=O)c1c(NC(=O)c2ccc(S(=O)(=O)N3CCCC(C)C3)cc2)sc2c1CCN(C(C)C)C2 (centres undefined),?,-23.8%
COc1ccc(OCC(=O)OCc2cc(=O)n3cc(C)sc3n2)cc1,0.0%,-6.5%
O=C(COc1ccc(F)cc1)OCc1cc(=O)n2nc(C3CCCCC3)sc2n1,0.0%,-9.5%

# Look-ups from the entries so far:
# Tau fluor counter with `CC1=C(c2ccc(Cl)cc2)S(=O)(=O)N=C1N1CCC(C(=O)NCc2ccccc2F)CC1` : 3.0%
# Tau fluor counter with `O=S(=O)(c1ccc(-c2cc(C(F)(F)F)on2)s1)N1CCN(c2cccc(Cl)c2)CC1` : 0.8%

# Continued:
SMILES,Epigenetic derep,Tau fluor counter
Cc1cc(Br)ccc1NC(=O)c1c(C)oc2ncnc(N3CCCCC3)c12,0.0%,-13.6%
CCOc1ccc(CNC(=O)CN2C(=O)CSc3c2c(C)nn3-c2ccccc2)cc1,4.4%,9.5%
COc1ccc(N2C(=O)CSC23C(=O)N(Cc2cccc(C(F)(F)F)c2)c2ccccc23)cc1 (centres undefined),0.0%,-28.1%
CCN(CC)C(=O)Cn1c(SCC(=O)Nc2ccc(C)c(C)c2)nc2ccccc21,?,-4.3%
C=Cc1ccc(Cn2c(C(=O)O)c(CNCc3cc(OC)ccc3OC)c3ccc(C)cc32)cc1,-1.5%,-7.2%
COc1cc(OC)c(OC)cc1CNc1sc2c(c1C(=O)Nc1ccccc1OC)CCC2,6.5%,-28.7%
CC1CCN(S(=O)(=O)c2ccc3c(c2)N(CC(=O)NCc2ccccc2Cl)C(=O)CS3)CC1,1.6%,-22.0%
COCCCn1c(SCC(=O)Nc2ccc(F)cc2)nc2c(sc3ccccc32)c1=O,-1.3%,-0.9%
CCOC(=O)c1ccc(NC(=O)CSc2nnc(-c3ccncc3)n2-c2ccccc2)cc1,-1.1%,2.0%
CCN1CCN(c2ncnc3c2cnn3-c2cccc(C)c2)CC1,2.8%,-16.4%

# High-throughput results deposited in PubChem by National Center for Advancing Translational Sciences (NCATS).

# Some of the compounds tested (hit frequency here may not be typical).
